M17LAP inhibition: P. falciparum M17LAP inhibitors, primary screen, biochemical, fluorogenic H-Leu-NHMec substrate, 1536-well (AID 1619); 0.38% of 220,000 active; recombinant M17LAP, H-Leu-NHMec fluorogenic kinetic assay; higher % means a stronger effect; one-dose inhibition, % at 30 µM; IC50 in µM for titrated hits;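 active means compound inhibiting the enzyme by more than half at any dose during confirmatory dose-response retesting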;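 further: plate controls were full reaction with DMSO carrier for no effect and no enzyme background for full effect; strong numbers were not always called active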
NOD1 inhibition: inhibition of NOD1-driven NF-kB reporter – cell-based, luminescence, uHTS, primary screen (AID 1578); inhibition, % at 4 µM, or EC50 in µM where a hit was titrated; 1% of 290,000 active; NOD1-driven NF-kB luciferase reporter cells, luminescence; higher % means a stronger effect; in the data active means inhibition mostly above about 36%, no sharp cut-off; inactive means mostly below about 34%;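 further: HEK-293T reporter cells stimulated with the NOD1 agonist gamma-tri-DAP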
Dynein transport: dynein cargo transport inhibition | 0.47% of 220,000 active | z-score, hits read low | AID 1381 | 3617.4 mouse cells, GR-EGFP nuclear translocation imaging; test concentration mostly 20 µM; stimulated with dexamethasone, 1 µM; stronger effect = lower value;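 active means plate z-score of nuclear minus cytoplasmic receptor signal below a set negative limit, without overly bright fluorescence or cell loss, cut at about -3.5 in these data, passing the limit was not always enough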;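 further: z-score of nuclear minus cytoplasmic ring GR-EGFP intensity difference per well; some compounds called inactive have numbers as strong as hits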
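medium = tetracycline-free induction medium containing charcoal-stripped FBS | probe or stimulus = dexamethasone, 1.0 µM final | timing = 48 h induction, then 1 h compound, then 30 min agonist, 37 °C | detection = automated 10x imaging of fixed Hoechst-stained cells | read-out basis = nuclear versus cytoplasmic GR-EGFP signal, averaged per well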
MT stabilizer: microtubule stabilization, imaging screen; HeLa tubulin immunostaining HCS, 24 h; share of cells brighter than vehicle mean+2SD; % tubulin-high responders, % at 10 µM; 0.83% of 200,000 active; AID 2205;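 active means plate Z-score above 3 for both tubulin-high and condensed-nucleus cell shares, with cell loss under 80%, at 10 µM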;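 further: anti alpha tubulin signal scored within the nucleus-defined area of each cell; some results filed as inactive read as strong as hits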
NOD2 inhibition: inhibition of NOD2-driven NF-kB reporter – cell-based, luminescence, uHTS, HEK293 (AID 1566) | HEK293 NOD2/NF-kB luciferase reporter, luminescence; higher % means a stronger effect | inhibition, % at 4 µM; hits with a dose series show EC50 in µM | 0.63% of 290,000 active; in the data active means inhibition above about 50%; further: many of its hits are not listed in these tables
b-catenin transl: alters nuclear translocation of beta-catenin in HeLa cells | immunofluorescence imaging | nuclear translocation activity, % at 5 µM | 0.3% of 190,000 active | AID 1665;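 active means nuclear translocation activity above 50% at 5 µM, with a well cell count of 50 or more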;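 further: per-cell ratio of nuclear to cytoplasmic median beta-catenin stain intensity; plate controls were DMSO negative control for no effect and GSK-3 inhibitor IX positive control for full effect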
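Test system: human HeLa cells, endogenous beta-catenin. Times: 24 h compound exposure, 37°C. Measured by: beta-catenin immunofluorescence imaging with DAPI.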
Yfh1-off respiration: mitochondrial function rescue without frataxin homolog – Friedreich's ataxia, plus single-dose screen, dose response (AID 1465). fold induction at 50 µM; hits with a dose series show EC50 in µM. S. cerevisiae Yfh1-off respiration, WST-1 reduction, 72 h; higher fold induction means a stronger effect. 0.074% of 220,000 active;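 active means fold induction of absorbance versus untreated yeast above a set limit, then at least 30% activation at any dose in follow-up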;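 further: activators that raise dye reduction in frataxin-depleted yeast; strong numbers were not always called active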
Insulin prom up: MIN6 insulin promoter up-regulation. z-score at 5 µM. 0.3% of 190,000 active. MIN6 insulin promoter-GFP reporter, high-content imaging; stronger effect = higher value;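 active means z-score above 3 at 5 µM with at least 500 cells counted in the well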
Autophagy HCS: alters autophagy in cells. 0.98% of 190,000 active. MEF GFP-LC3 puncta imaging; test concentration mostly 10 µM. calls only at 10 µM (by protocol);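 active means percentage of spot-positive cells more than 3 SD above its plate mean, without a fluorescence outlier flag or 80% toxicity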;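 further: spot-positive cell cutoff set from DMSO-treated cells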
Dynein transport cytoplasmic EGFP: recorded beside Dynein transport, whose call it bears; z-score; measured here: cytoplasmic GR-EGFP intensity; stronger effect = higher value
Dynein transport nuclear GR-EGFP: recorded beside Dynein transport, whose call it bears; z-score; measured here: nuclear GR-EGFP intensity;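 lower value marks the stronger effect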
Dynein transport cell count: further read-out of Dynein transport, marked with its call; z-score; measured here: cell count per field
Insulin prom up cell count: second read-out of Insulin prom up, no call of its own (marks repeat the call); cell count; measured here: cytotoxicity, nuclei count;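 total cells summed across four imaged fields per well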
b-catenin transl cell count 5 µM: recorded beside b-catenin transl, whose call it bears; cell count; measured here: cell count, cytotoxicity flag
MT stabilizer Hoechst-high %: further read-out of MT stabilizer, marked with its call; % Hoechst-high responders; measured here: nuclear condensation Hoechst responders;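 share of cells brighter than vehicle mean plus two SD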
MT stabilizer cytotoxicity %: also measured in MT stabilizer; calls as there; toxicity, %; measured here: cytotoxicity by cell density;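 0% = mean cell density of plate MIN control wells and 100% = no cells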
Autophagy HCS cell loss 18 h: recorded beside Autophagy HCS, whose call it bears; toxicity, %; measured here: cell loss, nuclei count;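 cell loss after 18 h compound exposure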
Numbers without * were called inactive; i = inactive; x = not tested or not shown.

SMILES | M17LAP inhibition | NOD1 inhibition | Dynein transport | Dynein transport cytoplasmic EGFP | Dynein transport nuclear GR-EGFP | Dynein transport cell count | MT stabilizer | MT stabilizer Hoechst-high % | MT stabilizer cytotoxicity % | NOD2 inhibition | b-catenin transl | b-catenin transl cell count 5 µM | Yfh1-off respiration | Insulin prom up | Insulin prom up cell count | Autophagy HCS | Autophagy HCS cell loss 18 h
CCOC(=O)c1nsnc1NCCCl | -13% | -16% | -0.56 | -0.32 | -0.24 | 1.4 | 3.2 | 2.1 | 2.8 | 22% | 0.9 | 1072 | i | -0.26 | 1498 | i | 1
Cc1cc(NC(=O)CCl)nn1C | 1% | 2% | -0.3 | -0.29 | 0.077 | 0.23 | 2.9 | 2.2 | 1.9 | -9% | 2.8 | 946 | i | -1.2 | 1348 | i | 9
COc1ccc(-n2c(/C=C/c3ccc4c(c3)OCO4)nc3ccccc3c2=O)cc1 | 8% | -4% | -0.31 | -0.25 | -0.38 | 0.0017 | 2.0 | 2.7 | 3.8 | 1% | 0.7 | 947 | i | x | x | i | -10
O=c1[nH]c(O)c(C=Nc2ccccc2Sc2ccccc2)c(=O)[nH]1 | -4% | -1% | 0.43 | -0.25 | 0.71 | -0.36 | x | x | x | 25% | -0.2 | 1295 | i | -0.18 | 982 | x | x
c1ccc(CNCCc2ccc3c(c2)OCO3)nc1 | 4% | -20% | 0.6 | -0.21 | 0.32 | -0.046 | 3.3 | 1.8 | 4.7 | -16% | -2.3 | 1211 | i | 0.16 | 1287 | i | -10
Cc1ccc(-c2nc3ccccc3c(=O)n2-c2cccc(C)n2)cc1 | 12% | 26% | -0.42 | -0.23 | -0.36 | 1 | 2.0 | 1.6 | 5.3 | -13% | 0.3 | 1032 | i | 0.46 | 1406 | i | -3
CCOc1nc(NC(C)C)nc(N2CC3CC(C2)c2cccc(=O)n2C3)n1 (centres undefined) | 8% | -39% | -1.6 | -0.32 | -0.16 | 1.1 | 4.3 | 2.9 | 3.3 | 1% | -0.8 | 1130 | i | -0.03 | 1168 | i | 4
CCOC(=O)C1(CCCc2ccccc2)CCN(C2CCCC2)CC1 | -12% | 8% | -0.8 | -0.22 | -0.57 | 0.69 | 1.2 | 0.8 | 7.7 | -42% | 1.9 | 1040 | i | -1.2 | 1447 | i | 11
N=c1c[n+](CC23CC4CC(CC(C4)C2)C3)[n-]o1 | -3% | -31% | 0.34 | -0.23 | 0.34 | -0.19 | 1.9 | 1.7 | 9.7 | 3% | 2.3 | 1361 | i | 0.03 | 1577 | i | 11
O=C(CNc1cccc2ccccc12)N/N=C/c1ccc([N+](=O)[O-])o1 | 16% | 3.3µM* | -0.19 | -0.27 | -0.28 | -0.069 | 6.5 | 2.3 | 12 | 5.5µM* | 1.2 | 1036 | i | -0.87 | 1006 | i | 14
Cc1ccc2c(c1)c(=O)c1c3n2CCN(CC#N)C3CC1 (centres undefined) | 8% | -26% | -1.1 | -0.22 | -0.56 | 1.6 | 1.9 | 2.5 | 5.3 | 4% | 0.7 | 1076 | i | -0.09 | 1474 | i | -7
O=C(O)c1ccc(Cl)nc1 | 7% | -27% | -0.12 | -0.27 | -0.043 | 0.74 | 3.2 | 2.2 | 4.7 | 2% | -0.8 | 944 | i | -0.46 | 1331 | i | 4
Cc1cc2c(s1)NC(=O)CN=C2c1cccs1 | -5% | 6% | -0.39 | 0.078 | 0.029 | 0.27 | 2.6 | 1.7 | 5.1 | -6% | 0.1 | 982 | i | -0.33 | 1397 | i | 3
COC(=O)CC1=C(C(=O)OC)C2(C(=O)Nc3c(C)cccc32)C(C#N)=C(N)O1 (centres undefined) | -7% | 4% | 0.53 | -0.11 | 0.48 | 0.28 | 6.9 | 2.2 | 9.5 | 6% | -4.4 | 1035 | i | 1.7 | 806 | i | 9
CC(O)CNc1ccc([N+](=O)[O-])c2cccnc12 (centres undefined) | 63% | -20% | 3.6 | -0.027 | 3 | -1.2 | 2.7 | 1.6 | 8.6 | 7% | -2.3 | 535 | i | 0 | 1322 | i | 23
C=CCn1c(O)c(C(C)=NCCN2CCN(C(=S)NC)CC2)c(=O)[nH]c1=O | -6% | -11% | 0.17 | -0.21 | -0.017 | 0.25 | x | x | x | -6% | 1.7 | 1320 | i | 0.84 | 1025 | x | x
O=C(Nc1ccc(OC(=O)N2CCCC2)cc1)N1CCOCC1 | 3% | -12% | 0.091 | -0.23 | 0.28 | 0.72 | 2.0 | 1.4 | 2.8 | 12% | 8.3 | 988 | i | 0.42 | 1189 | i | -5
Nc1nnc(P(c2ccccc2)c2ccccc2)s1 | 18% | -13% | 2.5 | -0.083 | 1.3 | -2.1 | x | x | x | 11% | -0.9 | 1283 | i | -0.23 | 956 | x | x
C=CCn1c(O)c(C(CC)=NCc2cc(OC)cc(OC)c2)c(=O)[nH]c1=O | 5% | 0% | -0.081 | -0.15 | -0.15 | -0.32 | 4.4 | 2.8 | 3.0 | 12% | -2.4 | 1078 | i | 0.33 | 1707 | i | 3
COc1ccc(-n2c(O)c(C(C)=NCc3ccc4c(c3)OCO4)c(=O)[nH]c2=O)cc1 | 0% | -6% | -0.97 | -0.18 | -0.19 | 1.2 | x | x | x | -40% | -0.2 | 1346 | i | x | x | x | x
CCC(=NCCCN(CC)CC)c1c(O)n(-c2ccccc2)c(=O)[nH]c1=O | -1% | 12% | 3.4 | -0.17 | 1.9 | -1.6 | 3.3 | 1.1 | 6.2 | -1% | 1.3 | 1143 | i | 0.49 | 992 | i | 0
CCC(=NCCc1ccccc1)c1c(O)n(C2CCCCC2)c(=O)[nH]c1=O | 5% | 16% | -0.7 | -0.29 | -0.27 | 1 | 0.8 | 1.4 | 8.4 | 25% | 3.6 | 880 | i | -0.43 | 788 | i | 0
COC(=O)CC1NC2CCCCC2NC1=O (centres undefined) | 7% | -12% | 0.059 | -0.26 | -0.022 | 0.097 | 4.4 | 2.6 | 7.2 | 5% | -1.5 | 1059 | i | -0.48 | 1321 | i | -4
CC/C(=N\N1CCCCC1)c1c(O)[nH]c(=O)[nH]c1=O | 2% | -3% | 0.2 | -0.17 | 0.51 | -0.45 | x | x | x | 23% | 6.9 | 959 | i | x | x | x | x

Fetched one by one from the list above, two records:
SMILES | M17LAP inhibition | NOD1 inhibition | Dynein transport | Dynein transport cytoplasmic EGFP | Dynein transport nuclear GR-EGFP | Dynein transport cell count | MT stabilizer | MT stabilizer Hoechst-high % | MT stabilizer cytotoxicity % | NOD2 inhibition | b-catenin transl | b-catenin transl cell count 5 µM | Yfh1-off respiration | Insulin prom up | Insulin prom up cell count | Autophagy HCS | Autophagy HCS cell loss 18 h
COC(=O)CC1=C(C(=O)OC)C2(C(=O)Nc3c(C)cccc32)C(C#N)=C(N)O1 (centres undefined) | -7% | 4% | 0.53 | -0.11 | 0.48 | 0.28 | 6.9 | 2.2 | 9.5 | 6% | -4.4 | 1035 | i | 1.7 | 806 | i | 9
CCC(=NCCCN(CC)CC)c1c(O)n(-c2ccccc2)c(=O)[nH]c1=O | -1% | 12% | 3.4 | -0.17 | 1.9 | -1.6 | 3.3 | 1.1 | 6.2 | -1% | 1.3 | 1143 | i | 0.49 | 992 | i | 0

The list continues:
SMILES | M17LAP inhibition | NOD1 inhibition | Dynein transport | Dynein transport cytoplasmic EGFP | Dynein transport nuclear GR-EGFP | Dynein transport cell count | MT stabilizer | MT stabilizer Hoechst-high % | MT stabilizer cytotoxicity % | NOD2 inhibition | b-catenin transl | b-catenin transl cell count 5 µM | Yfh1-off respiration | Insulin prom up | Insulin prom up cell count | Autophagy HCS | Autophagy HCS cell loss 18 h
OC1/C(=C/c2ccc(C(F)(F)F)cc2)N2CCC1CC2 (centres undefined) | 0% | -11% | -1.5 | -0.27 | -0.69 | 0.88 | 1.7 | 1.6 | 3.5 | -6% | -5.5 | 1176 | i | -0.52 | 1555 | i | 14
COc1ccc(CCNC(=O)c2c(N)n(CCN3CCOCC3)c3nc4ccccc4nc23)cc1OC | -7% | -2% | 2.3 | 1.6 | 1.6 | -4.5 | 5.8 | 2.1 | 5.6 | 20% | -0.5 | 866 | i | -1 | 832 | i | -1
Cc1nc2cc(C(=O)N3CCC4(CC3)OCCO4)ccc2n1-c1cccc(F)c1 | 4% | -14% | 0.16 | -0.17 | 0.56 | 0.34 | 1.9 | 1.3 | 4.8 | -3% | 3.1 | 884 | i | 0.46 | 773 | i | 3
C/C=C1/CC(C)C(C)(O)C(=O)OCC2CCN3CCC(OC1=O)C23 (centres undefined) | x | -23% | 0.18 | -0.15 | 0.56 | -0.75 | 1.2 | 0.4 | 3.1 | 9% | 0.0 | 1548 | i | 0.83 | 1514 | i | -8
CN1CCN(c2ccc([N+](=O)[O-])c3cccnc23)CC1 | 1% | -15% | -0.64 | 0.081 | 0.4 | 1 | 2.8 | 2.3 | 7.5 | 21% | 7.1 | 1329 | x | -0.21 | 1458 | i | 17
Clc1cccc(Cl)c1C1N2CCCN12 (centres undefined) | -5% | 8% | -0.39 | -0.14 | 0.1 | 0.075 | 0.6 | 1.5 | 9.7 | 1% | 1.6 | 1090 | i | 0.89 | 709 | i | -2
O=c1c2ccccc2nc(/C=C/c2ccc3c(c2)OCO3)n1-c1cccc(O)c1 | -1% | -23% | -0.22 | -0.3 | -0.34 | 0.18 | 1.7 | 1.9 | 1.7 | 12% | 2.0 | 877 | i | x | x | i | -11
O=C1NC(=O)C(=Cc2ccc(OCCOc3ccc([N+](=O)[O-])cc3)cc2)C(=O)N1 | 4% | -50% | -0.066 | -0.33 | -0.21 | 0.42 | 4.1 | 1.9 | 7.7 | 4% | 0.7 | 1158 | i | -0.21 | 1298 | i | -2
CCCCCCn1c(O)c(C=Nc2c(C)n(C)n(-c3ccccc3)c2=O)c(=O)[nH]c1=O | 13% | -2% | 0.11 | -0.017 | 0.38 | 0.29 | 6.7 | 3.3 | 8.3 | 11% | -6.6 | 1116 | i | x | x | i | 0
CNC(C(=O)c1ccccc1)C(OC)c1cccc([N+](=O)[O-])c1 (centres undefined) | 8% | -9% | 0.46 | -0.18 | 0.14 | -0.72 | x | x | x | 8% | 1.5 | 1344 | i | 0.44 | 1426 | x | x

This is a subset; rates above refer to the full screens.
